LYPLA1 inh = blocks human lysophospholipase 1, a PME1 counter-screen | recombinant LYPLA1, FP-Rh probe fluorescence polarization | inhibition, % at 5.9 µM | 0.16% of 320,000 active | AID 2174;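 active = inhibition above the mean of all tested compounds plus 3 SD, set per campaign, cut at about 14% in these data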;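 also: inhibitors block serine hydrolase probe labeling of LYPLA1 so polarization falls; 0% = enzyme with DMSO and 100% = wells lacking LYPLA1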
Target sequence (O75608 whole entry, looked up): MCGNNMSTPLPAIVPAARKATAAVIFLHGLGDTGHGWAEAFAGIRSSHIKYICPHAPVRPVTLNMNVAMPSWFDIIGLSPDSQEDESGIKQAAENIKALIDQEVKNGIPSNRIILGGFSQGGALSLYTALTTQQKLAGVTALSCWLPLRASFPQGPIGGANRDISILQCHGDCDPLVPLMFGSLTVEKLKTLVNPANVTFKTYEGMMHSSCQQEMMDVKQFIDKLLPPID
pPAFAH inh = inhibitors of human plasma PAF acetylhydrolase (pPAFAH). recombinant pPAFAH, FP-rhodamine probe fluorescence polarization. inhibition, % at 3.39 µM. 1.5% of 330,000 active;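 active = inhibition above the mean inhibition across the screen plus 3 SD, cut at about 25% in these data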;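 also: inhibitors block binding of the rhodamine activity-based probe so polarization drops; 0% = enzyme with DMSO and 100% = wells lacking pPAFAH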
Target sequence (Q13093 whole entry, looked up): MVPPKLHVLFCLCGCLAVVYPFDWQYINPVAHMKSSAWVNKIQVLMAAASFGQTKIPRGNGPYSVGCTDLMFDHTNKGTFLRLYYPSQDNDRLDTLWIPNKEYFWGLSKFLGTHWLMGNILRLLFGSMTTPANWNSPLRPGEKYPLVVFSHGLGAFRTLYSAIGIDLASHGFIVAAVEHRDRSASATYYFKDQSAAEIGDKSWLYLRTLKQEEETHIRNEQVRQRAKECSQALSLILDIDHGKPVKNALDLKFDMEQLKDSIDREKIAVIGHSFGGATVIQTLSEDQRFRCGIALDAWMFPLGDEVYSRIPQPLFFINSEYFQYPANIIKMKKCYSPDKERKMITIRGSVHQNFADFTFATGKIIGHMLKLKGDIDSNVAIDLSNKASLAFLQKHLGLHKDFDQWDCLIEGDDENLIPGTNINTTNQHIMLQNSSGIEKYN
GSTO1 inh = counter-screen for RBBP9 inhibitors: inhibitors of human GSTO1. P78417. recombinant GSTO1, activity-based probe fluorescence polarization. inhibition, % at 5.96 µM. 1.1% of 300,000 active. AID 1974;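 active = inhibition above the campaign mean inhibition plus 3 SD, cut at about 35% in these data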;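 also: 0% = GSTO1-1 with DMSO and 100% = wells lacking GSTO1-1 enzyme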
PME-1 inh = blocks human protein phosphatase methylesterase 1; Q9Y570; recombinant PME-1, FP-Rh probe fluorescence polarization; inhibition, % at 5.9 µM; 0.53% of 320,000 active; AID 2130;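 active = inhibition above the campaign mean of all compounds plus 3 SD, cut at about 26% in these data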;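 also: competitive labeling of PME-1 active site by serine hydrolase directed probe; 0% = PME-1 with DMSO and 100% = wells lacking PME-1 enzyme; inhibitors block probe labeling so polarization falls and inhibition rises; many of its hits are not listed in these tables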
Target sequence (Q9Y570 whole entry, looked up): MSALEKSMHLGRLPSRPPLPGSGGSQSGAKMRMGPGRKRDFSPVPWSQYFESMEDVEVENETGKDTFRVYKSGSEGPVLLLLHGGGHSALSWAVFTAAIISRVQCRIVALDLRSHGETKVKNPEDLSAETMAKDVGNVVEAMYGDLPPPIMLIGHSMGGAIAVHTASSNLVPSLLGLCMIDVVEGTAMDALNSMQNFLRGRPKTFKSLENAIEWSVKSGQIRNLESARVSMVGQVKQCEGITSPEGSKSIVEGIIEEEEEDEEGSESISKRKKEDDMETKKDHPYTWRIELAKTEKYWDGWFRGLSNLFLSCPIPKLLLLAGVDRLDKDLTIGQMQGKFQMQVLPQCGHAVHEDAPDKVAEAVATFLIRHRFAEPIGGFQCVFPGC
PAFAH1B2 inh = inhibitors of human PAFAH1B2; recombinant PAFAH1B2, FP-rhodamine activity probe, fluorescence polarization; inhibition, % at 3.39 µM; 1.2% of 340,000 active;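 active = inhibition above the mean of all tested compounds plus 3 SD, cut at about 24% in these data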;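 also: 0% = enzyme with DMSO and 100% = wells lacking PAFAH1B2; many of its hits are not listed in these tables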
PAFAH2 inh = inhibitors of human PAFAH2; inhibition, % at 3.39 µM; Q99487; recombinant PAFAH2, FP-rhodamine activity probe, fluorescence polarization; 0.99% of 340,000 active; AID 492956;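 active = inhibition above the mean over all tested compounds plus 3 SD, cut at about 30% in these data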;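 also: inhibitors block probe labeling of enzyme so polarization drops; 0% = enzyme with DMSO and 100% = wells lacking PAFAH2 protein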
PAFAH1B3 FP inh = PAFAH1B3 (human) inhibition; AID 492972; recombinant PAFAH1B3, FP-rhodamine probe, fluorescence polarization; 0.28% of 340,000 active; inhibition, % at 3.39 µM;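 active = inhibition above the screen-wide average of all tested compounds plus 3 SD, cut at about 25% in these data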;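 also: 0% = enzyme with DMSO only and 100% = wells lacking PAFAH1B3 protein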
PAD4 FP inh = inhibitors of human PAD4; recombinant PAD4, RCA probe fluorescence polarization; inhibition, % at 6.36 µM; 0.41% of 330,000 active; AID 485272;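 active = percent inhibition above a cutoff equal to the mean of all tested compounds plus 3 SD, cut at about 15% in these data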;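 also: 0% = PAD4 with RCA probe and DMSO and 100% = probe without PAD4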
Fam108B counter = counter-screen for RBBP9 inhibitors: inhibitors of mouse Fam108B; recombinant Fam108B, FP-Rh probe fluorescence polarization; inhibition, % at 9.51 µM; 0.33% of 300,000 active;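 active = inhibition above the screen mean inhibition plus 3 SD, computed separately per campaign, cut at about 18% in these data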;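 also: inhibitors lower polarization as less probe binds the enzyme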
* = called active by the depositor; x = no result given. Some of the compounds tested, so the mix of outcomes need not match the whole.

SMILES	LYPLA1 inh	pPAFAH inh	GSTO1 inh	PME-1 inh	PAFAH1B2 inh	PAFAH2 inh	PAFAH1B3 FP inh	PAD4 FP inh	Fam108B counter
CCN(CC)CCn1c(=N)n(CC(=O)c2ccc(C)cc2)c2ccccc21	3	4	4	3	1	-4	20	2	-3
Cc1cc(-c2ccccc2)[nH]c(=O)c1C#N	-1	15	1	1	4	5	11	-1	1
C#CCOCCOCCOCCNc1nc(N2CCN(C(=O)[C@H](C(C)C)n3cc(CCO)nn3)CC2)nc(N2CCN(C(=O)[C@H](C(C)C)n3cc(CCO)nn3)CC2)n1	-2	2	8	0	5	3	1	2	-2
COC(=O)/C=C1\S/C(=N/N=C/c2ccccc2)NC1=O	0	5	6	7	-2	-3	4	2	-2
COc1cccc(Nc2ncnc3sccc23)c1	-7	-2	-3	-4	3	-5	2	-1	-1
COc1ccc(CCC(=O)Nc2ncc(C)s2)cc1OC	0	4	-1	-1	1	-2	8	-6	-1
COc1ccc(CCNC(=O)c2cc3c(=O)n4ccccc4nc3n(CC3CCCO3)c2=N)cc1OC (centres undefined)	1	-2	-1	-9	8	7	0	2	2
Cn1c(SCC(=O)N2CCCC2)nc2ccccc2c1=O	-3	4	-4	-1	-4	-3	-1	4	-1
CCOC(=O)C1CCN(c2c(NCCN(CC)c3ccccc3)c(=O)c2=O)CC1	8	15	4	-2	1	1	-4	3	0
COc1cccc(C2/C(=C(\O)c3ccc(OC)c(OC)c3)C(=O)C(=O)N2c2cc(C)on2)c1 (centres undefined)	3	3	-3	0	-1	-2	4	-6	1
CCCC(C(=O)NCc1ccco1)N(C(=O)CNS(=O)(=O)c1ccccc1)C1CCCC1 (centres undefined)	2	4	6	5	1	-7	1	0	1
COc1cc(NS(=O)(=O)c2ccc(N/C=C\C(=O)c3ccc(F)cc3)cc2)nc(OC)n1	-3	2	-1	-3	3	9	7	-1	-3
O=C(Nc1ccc2c(c1)OCO2)c1cccc(Cl)c1	-5	5	5	-4	7	1	10	4	1
Cc1ccc(C2=NOC(=O)/C2=C\c2ccc(C)o2)cc1	-2	19	-2	-1	12	9	0	-4	4
Brc1ccc(Nc2nc3ccccc3n3nnnc23)cc1	-10	8	-1	5	x	x	x	-3	8
O=C1CN(C(=O)CN2CCCC2)C(c2ccccc2)c2cc(Br)ccc2N1 (centres undefined)	-2	1	5	-4	2	-16	2	5	-4
O=C(NCc1ccc2c(c1)OCO2)C12CN(Cc3ccccc3)CC1C(c1cccc([N+](=O)[O-])c1)=NO2 (centres undefined)	-4	5	2	6	4	2	11	2	11
CN(/N=C/c1cc(Br)cc(Br)c1O)c1cccc(C(F)(F)F)n1	-1	21	7	-2	7	6	8	3	2
Cc1ccn2cc(C(=O)Nc3ccc4c(c3)OCCO4)nc2c1	-1	2	4	-8	-3	2	-3	0	-2
CCCCNC(=O)C(C1CCCCC1)N(CCN(C)C)C(=O)CCCN1C(=O)NC(c2ccc(-c3ccccc3)cc2)C(C(=O)OCc2ccccc2)=C1C (centres undefined)	x	8	x	x	-2	-2	11	4	x
CC(C)OCCCNC(=O)c1ccc(NS(C)(=O)=O)cc1	2	2	1	1	2	-1	-4	-2	1
N#Cc1c(NC(=O)c2cnccn2)sc2c1CCCC2	8	5	-11	4	8	4	-2	-3	6
COCCN(C(=O)COC(=O)CCc1ccc(OC)cc1)c1c(N)n(Cc2ccccc2)c(=O)[nH]c1=O	3	1	2	3	3	1	2	-2	-1
CC(=O)Nc1ccc(Nc2ncnc3c2cnn3-c2cccc(C)c2)cc1	-2	9	0	12	2	2	0	3	3
COC(=O)C1=C(N)Oc2cc(C)[nH]c(=O)c2C1c1ccc(Cl)cc1 (centres undefined)	1	-3	-2	-1	-2	-3	3	-4	6

(listing goes on)
SMILES	LYPLA1 inh	pPAFAH inh	GSTO1 inh	PME-1 inh	PAFAH1B2 inh	PAFAH2 inh	PAFAH1B3 FP inh	PAD4 FP inh	Fam108B counter
COc1cc(C(=O)NCC(c2ccco2)N2CCc3ccccc32)cc(OC)c1OC (centres undefined)	0	1	-6	1	7	-3	2	-1	0
CCCN(C(=O)COC(=O)C12CCC(=O)N1c1ccccc1S2)c1c(N)n(Cc2ccccc2)c(=O)[nH]c1=O (centres undefined)	-2	4	1	6	4	-1	2	1	-1
CC(=O)Nc1ccc(NC(=O)Cn2c(CC(=O)N3CCCC3)nc3ccccc32)cc1	1	-5	0	2	0	2	9	-3	3
COC(=O)c1c(NC(=O)C2CCCCC2)sc2c1CCN(C(C)C)C2	0	-2	-2	0	-3	2	-4	2	4
O=C(NCc1ccccn1)c1cccc(S(=O)(=O)N2CCc3ccccc32)c1	x	1	x	x	-1	1	19	0	x
O=C(N/N=C/c1ccc([N+](=O)[O-])o1)C(O)c1ccccc1 (centres undefined)	5	5	22	-1	-2	1	5	-12	2
O=C1CCCC(=O)C1=Cc1c[nH]c2ccccc12	3	-1	-1	5	5	-3	5	-1	3
COc1ccc(S(=O)(=O)NCc2cccnc2)cc1C	0	0	-8	4	-7	-8	1	-2	-3
Cc1ccc(-n2c(=O)cc(N3CCc4ccccc4C3)[nH]c2=O)cc1	-1	5	-7	1	15	4	7	0	1
CSc1nnc2c(n1)c(C)nn2-c1cccc(C)c1	-2	7	2	13	5	4	4	-2	4
NN1C(=O)/C(=C2/Sc3ccccc3N2CCCS(=O)(=O)O)SC1=S	0	24	0	-6	7	3	15	-1	3
Cc1ccc(C)c(S(=O)(=O)NCc2ccc(C(=O)N3CCOCC3)cc2)c1	-3	3	1	2	-5	0	1	-2	3
Cc1cccc(NC(=S)N2CCCCC2c2cccnc2)c1C (centres undefined)	-1	1	-7	-2	2	-3	9	0	-1
Cc1ccc(-c2nc3cnccn3c2Nc2ccc3c(c2)OCO3)cc1	2	19	0	1	3	4	4	1	4
Cc1sc2nc(-c3ccccc3)oc(=O)c2c1C	-1	3	-21	-2	2	81*	6	-5	0
Cc1ccccc1C(=O)NNC(=O)c1ccc2nc[nH]c2c1	-2	11	18	-5	2	-1	3	-4	1
COc1cccc(C(=O)O/N=C(\N)c2ccccn2)c1	1	2	8	-3	-1	2	1	-5	-1
CN1CCN(C(=O)/C=C/c2c(F)cccc2Cl)CC1	0	8	0	0	5	11	8	-7	3
COc1ccc(CCNC(=O)CSc2nc(N)c(C#N)c(-c3cccs3)c2C#N)cc1OC	-2	5	-9	4	-2	-4	1	0	4
O=C(OCc1cnc(Cl)s1)c1cccc(Cl)c1	2	9	3	-4	-1	0	4	-5	-1
Cc1cc(C(=O)NCCN2CCOCC2)ccc1[N+](=O)[O-]	-2	-2	3	1	x	x	x	-1	2
Cc1ccc(Nc2n[nH]c(C)c2[N+](=O)[O-])cc1C	4	-2	-1	10	4	2	9	3	-5
NS(=O)(=O)c1cccc(NC(=O)CN2CCCc3ccccc32)c1	0	3	7	0	2	-13	7	1	0
O=C(Nc1cccc(-c2cn3ccccc3n2)c1)c1cccs1	-4	-1	-9	-5	2	2	6	-4	-6
Cc1ccc(CN2CCN(Cc3cc4ccccc4o3)CC2CCO)cc1 (centres undefined)	3	0	11	3	5	-4	5	-7	2

More entries follow.
SMILES	LYPLA1 inh	pPAFAH inh	GSTO1 inh	PME-1 inh	PAFAH1B2 inh	PAFAH2 inh	PAFAH1B3 FP inh	PAD4 FP inh	Fam108B counter
CN(C)c1cccc(C(=O)Nc2cc(C(F)(F)F)ccc2-n2cnc3ccccc32)c1	-3	0	3	5	3	0	6	1	5
CCOc1cccc(/C=N/NC(=O)c2cccnc2)c1O	-1	0	-2	1	2	-1	3	0	1
COc1ccc(N2CCN(C(=O)[C@H](C)NC(=O)c3ccccc3Cl)CC2)cc1	2	-2	-1	-11	0	10	-4	2	-1
CC(=O)C1=C(O)C(=O)N(CCC(=O)O)C1c1ccccc1Cl (centres undefined)	6	-4	2	3	4	2	-3	-4	-5
CCN(CC)c1ccc(/C=N/NC(=S)NCc2ccc(OC)cc2)cc1	-5	2	-1	1	5	-6	7	0	4
O=C(O)c1cc2ccc3ccccc3c2[nH]1	1	6	12	3	0	0	-4	2	-2
CCCN1C(=O)/C(=C2\SC(=S)N(c3c(C)n(C)n(-c4ccccc4)c3=O)C2=O)c2ccccc21	-2	-1	8	0	x	x	x	-2	-1
CC(=O)Nc1ccc(N2C(=O)CSC2c2c(F)cccc2Cl)cc1 (centres undefined)	-2	2	-3	2	3	-10	7	3	2
O=C(O)CC1(CC(=O)Nc2ccc(F)cc2F)CCCCC1	2	4	-1	8	x	x	x	-5	4
COc1ccc(N(CC(=O)N2CCCC(C)C2)S(=O)(=O)c2c(C)nn(C)c2C)cc1 (centres undefined)	0	-2	0	-2	3	10	-1	-4	1
CS(=O)(=O)Nc1ccc(C(=O)NCC2CCCO2)cc1 (centres undefined)	5	8	5	-2	4	0	-2	3	5
O=C(Nc1ncccn1)c1cc(-c2ccc(F)cc2)nc2ccccc12	0	3	2	2	6	0	8	-2	6
CCn1c(C(=O)N2CCC(C(=O)NCc3cccs3)CC2)cc2sccc21	-3	-8	0	1	0	-1	11	7	-2
Cc1cc(C)c(C)c(S(=O)(=O)N2CCN(C(=O)c3cc(=O)[nH]c4ccccc34)CC2)c1C	0	4	6	21	0	-1	13	-2	2

Part of the list above, with bars between the fields:
SMILES | LYPLA1 inh | pPAFAH inh | GSTO1 inh | PME-1 inh | PAFAH1B2 inh | PAFAH2 inh | PAFAH1B3 FP inh | PAD4 FP inh | Fam108B counter
Cc1cc(C(=O)NCCN2CCOCC2)ccc1[N+](=O)[O-] | -2 | -2 | 3 | 1 | x | x | x | -1 | 2
Cc1ccc(Nc2n[nH]c(C)c2[N+](=O)[O-])cc1C | 4 | -2 | -1 | 10 | 4 | 2 | 9 | 3 | -5

Among those listed so far, 14 have a halogen.
SMILES	LYPLA1 inh	pPAFAH inh	GSTO1 inh	PME-1 inh	PAFAH1B2 inh	PAFAH2 inh	PAFAH1B3 FP inh	PAD4 FP inh	Fam108B counter
COc1cc(NS(=O)(=O)c2ccc(N/C=C\C(=O)c3ccc(F)cc3)cc2)nc(OC)n1	-3	2	-1	-3	3	9	7	-1	-3
O=C(Nc1ccc2c(c1)OCO2)c1cccc(Cl)c1	-5	5	5	-4	7	1	10	4	1
Brc1ccc(Nc2nc3ccccc3n3nnnc23)cc1	-10	8	-1	5	x	x	x	-3	8
O=C1CN(C(=O)CN2CCCC2)C(c2ccccc2)c2cc(Br)ccc2N1 (centres undefined)	-2	1	5	-4	2	-16	2	5	-4
CN(/N=C/c1cc(Br)cc(Br)c1O)c1cccc(C(F)(F)F)n1	-1	21	7	-2	7	6	8	3	2
COC(=O)C1=C(N)Oc2cc(C)[nH]c(=O)c2C1c1ccc(Cl)cc1 (centres undefined)	1	-3	-2	-1	-2	-3	3	-4	6
CN1CCN(C(=O)/C=C/c2c(F)cccc2Cl)CC1	0	8	0	0	5	11	8	-7	3
O=C(OCc1cnc(Cl)s1)c1cccc(Cl)c1	2	9	3	-4	-1	0	4	-5	-1
CN(C)c1cccc(C(=O)Nc2cc(C(F)(F)F)ccc2-n2cnc3ccccc32)c1	-3	0	3	5	3	0	6	1	5
COc1ccc(N2CCN(C(=O)[C@H](C)NC(=O)c3ccccc3Cl)CC2)cc1	2	-2	-1	-11	0	10	-4	2	-1
CC(=O)C1=C(O)C(=O)N(CCC(=O)O)C1c1ccccc1Cl (centres undefined)	6	-4	2	3	4	2	-3	-4	-5
CC(=O)Nc1ccc(N2C(=O)CSC2c2c(F)cccc2Cl)cc1 (centres undefined)	-2	2	-3	2	3	-10	7	3	2
O=C(O)CC1(CC(=O)Nc2ccc(F)cc2F)CCCCC1	2	4	-1	8	x	x	x	-5	4
O=C(Nc1ncccn1)c1cc(-c2ccc(F)cc2)nc2ccccc12	0	3	2	2	6	0	8	-2	6
